Bioassay records: PubChem, several laboratories
RAM network inh = inhibitors of the yeast RAM network, primary screen, dse1pr::URA3 reporter, 5-FOA selection. S. cerevisiae dse1pr::URA3 reporter, 5-FOA growth OD615, 2 d; analog-sensitive cbk1-as2 kinase mutant strain. inhibition, % at 50 µM. 190,000 compounds, 1.8% hits. AID 868, 2007;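 active means inhibition above a set limit, 3 SD over mean compound inhibition, cut at about 8.4% in these data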;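 further: 0% = DMSO-only wells with no growth and 100% = 10 µM 1-NA-PP1 full growth; inhibition rescues growth on 5-FOA so higher OD means more RAM inhibition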
SRC2 TRFRET art = TR-FRET signal artefacts, primary screen, artefact control for PPARgamma SRC-2 agonist project, biochemical; AID 1049, 2008; TR-FRET ratio at 8 µM; 200,000 compounds, 0.4% hits; TR-FRET artefact counter-screen; hits give high values; in the data active means TR-FRET ratio above about 2000; further: inactives centre near 1500
DTT redox prof = compounds producing H2O2 with reducing agent – biochemical, NIH compound library profiling, artefact control for MLSCN library redox annotation, primary screen; AID 878, 2007; activation, % at 10 µM; 200,000 compounds, 0.03% hits; DTT-dependent redox cycling H2O2, phenol red/HRP absorbance; 100% = 100 µM peroxide control, 0% = buffer;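 active means activation of at least 50% relative to the plate's high and low controls in the primary single-dose screen; inactive means activation below 50%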;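 further: compound incubated with DTT at 0.8 mM final as the reducing agent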
bIAP inhibitor = bovine intestinal alkaline phosphatase inhibitors, primary screen, selectivity assay for TNAP inhibitor project, biochemical, bovine IAP, CDP-star luminescence | purified bovine IAP, 30 min | 190,000 tested, under 10 active | inhibition, % at 20 µM | alkaline phosphatase, intestinal [Bos taurus];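 active means over 50% inhibition of intestinal alkaline phosphatase at 20 µM in the single-dose screen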
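Assay system – bovine IAP enzyme · Quantity – bovine IAP at 1/65,000,000 final dilution · Detection – CDP-star luminescence signal · Times – 30 min reaction at room temperature · Also added – CDP-star substrate at 30 µM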
ROMK mod = ROMK potassium channel modulators, primary screen, cell-based, thallium flux, MLSMR library. ATP-sensitive inward rectifier potassium channel 1 (Homo sapiens), P48048. Tet-inducible ROMK, thallium flux fluorescence; actives lie on both sides. B-score at 10 µM. 130,000 compounds, 2% hits;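 active means signal ratio slope over the read window, or its plate-corrected B-score, at least 3 SD from the plate mean, either direction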;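 further: B-score of the F/F0 ratio slope over 7 to 12 s after thallium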
Target sequence (P48048 whole entry, looked up): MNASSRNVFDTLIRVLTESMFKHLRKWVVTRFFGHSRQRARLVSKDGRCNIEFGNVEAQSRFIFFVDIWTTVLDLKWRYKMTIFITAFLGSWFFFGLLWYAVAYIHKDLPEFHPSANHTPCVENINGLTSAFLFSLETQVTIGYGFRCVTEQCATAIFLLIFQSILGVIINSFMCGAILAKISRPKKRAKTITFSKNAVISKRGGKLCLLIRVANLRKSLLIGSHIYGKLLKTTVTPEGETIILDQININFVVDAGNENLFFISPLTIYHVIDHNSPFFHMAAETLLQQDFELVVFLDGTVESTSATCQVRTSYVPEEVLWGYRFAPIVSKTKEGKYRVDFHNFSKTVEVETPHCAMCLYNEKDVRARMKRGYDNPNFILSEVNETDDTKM
PPARg SRC-1 ag = PPARgamma agonists recruiting SRC-1 coactivator, primary screen, biochemical | activation, % at 8 µM | 200,000 compounds, 0.41% hits | PPARgamma-SRC-1 coactivator recruitment biochemical assay | Peroxisome proliferator-activated receptor gamma (Homo sapiens), P37231; in the data active means activation above about 19%;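 further: 0% = DMSO and 100% = reference agonist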
Lmaj promast = Leishmania major promastigote growth inhibition, primary screen; Leishmania major promastigotes, resazurin fluorescence viability; inhibition, % at 10 µM; 200,000 compounds, 9% hits; AID 1063, 2008; in the data active means inhibition above about 50%;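 further: promastigotes grown with compound for 44 hours at 28 °C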
S1P3 antagonist = S1P3 receptor antagonists, primary screen, cell-based | inhibition, % at 4.98 µM | CHO S1P3 NFAT-BLA reporter, FRET fluorescence, antagonist mode | AID 485, 2006 | 170,000 compounds, 0.27% hits;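 active means inhibition above the plate cutoff, the mean inhibition of test wells on that plate plus 3 SD, cut at about 28% in these data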;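 further: cells challenged with S1P at its EC80 of 0.8 µM; blue over green emission ratio from cleaved BLA substrate after 4 h stimulation; 0% = S1P-stimulated wells and 100% = unstimulated DMSO-only wells; some compounds past the cut are filed as inactive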
Target sequence (Q99500 whole entry, looked up): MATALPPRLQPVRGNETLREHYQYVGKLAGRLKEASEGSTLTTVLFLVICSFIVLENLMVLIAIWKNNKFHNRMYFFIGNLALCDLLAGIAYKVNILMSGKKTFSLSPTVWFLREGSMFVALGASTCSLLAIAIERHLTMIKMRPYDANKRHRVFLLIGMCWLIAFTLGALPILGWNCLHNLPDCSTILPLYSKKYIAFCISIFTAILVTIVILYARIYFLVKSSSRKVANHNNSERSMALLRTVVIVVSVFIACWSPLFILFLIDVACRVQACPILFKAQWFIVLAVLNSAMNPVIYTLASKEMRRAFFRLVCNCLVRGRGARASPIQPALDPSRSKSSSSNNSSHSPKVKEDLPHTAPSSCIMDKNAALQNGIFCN
Efa HMGR inh = inhibitors of E. faecalis class II HMGR, primary screen, biochemical, Enterococcus faecalis; HMG-CoA reductase (Enterococcus faecalis, mvaE); purified E. faecalis HMGR, NADPH absorbance 340 nm kinetic; inhibition, % at 10 µM; 190,000 compounds, 0.41% hits; AID 1066, 2008;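 active means inhibition above a set limit, the median over all tested compounds plus 3 SD, cut at about 9.5% in these data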;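 further: enzyme runs in reverse so mevalonate oxidation gives rising NADPH absorbance; 0% = complete reaction with DMSO and 100% = background rate lacking mevalonate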
PPARg SRC2 recr = agonists of PPARg-SRC-2 recruitment, primary screen, biochemical, HTS. AID 1032, 2008. 200,000 compounds, 0.34% hits. activation, % at 8 µM. PPARgamma LBD-SRC-2 recruitment. Peroxisome proliferator-activated receptor gamma (Homo sapiens), P37231; in the data active means activation above about 22%;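 further: 0% = vehicle and 100% = reference agonist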
PPARg SRC3 recr = PPARgamma agonists recruiting SRC-3 coactivator, primary screen, biochemical. Peroxisome proliferator-activated receptor gamma (Homo sapiens), P37231. biochemical PPARgamma/SRC-3 coactivator recruitment assay. activation, % at 8 µM. 200,000 compounds, 0.26% hits; in the data active means activation above about 23%;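 further: 0% = DMSO and 100% = reference agonist; some compounds past the cut are filed as inactive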
Numbers without * were called inactive; / = not tested or not shown.

SMILES	RAM network inh	SRC2 TRFRET art	DTT redox prof	bIAP inhibitor	ROMK mod	PPARg SRC-1 ag	Lmaj promast	S1P3 antagonist	Efa HMGR inh	PPARg SRC2 recr	PPARg SRC3 recr
O=C1c2ccccc2C(=O)N1CCCCN(C(=O)c1cccc([N+](=O)[O-])c1)c1ccc(Cl)cc1	3.7	1399	1.8	2	/	-4	54*	/	/	2	-3
COc1ccc(NC(=O)CN2CCC(C)CC2)cc1	0.9	1681	-1.0	12	/	-1	3	-75	1	6	0
Cc1cc(C(=O)CSc2nnc(N)s2)c(C)n1CCc1ccc(Cl)cc1	3.5	1583	0.1	17	0.28	-4	21	-9	2	-2	-16
COc1ccc(S(=O)(=O)n2nc(OC(=O)c3ccc(C)cc3)cc2N)cc1	1.2	1538	-3.1	20	/	6	-4	4	-2	1	3
CCOC(=O)CSc1nc2cc(C(=O)N3CCC(C(N)=O)CC3)ccc2c(=O)n1-c1ccccc1	1.4	1432	2.7	-13	/	3	-5	/	-4	5	18
Cc1ccc(CCC(=O)Nc2nccs2)o1	-1.1	1549	1.7	5	/	1	0	18	-5	1	-6
Cc1cc(NC(=O)COC(=O)c2ccc(NS(=O)(=O)c3ccc(C)c(C)c3)cc2)no1	3.0	1701	1.1	0	/	7	-5	/	4	2	3
Cc1cccc(NC(=S)NNC(=O)c2ccco2)c1	1.0	1403	1.6	-27	/	12	-5	/	-4	1	6
CC(=O)N(C)C1(c2nnnn2CCOC(=O)Nc2cccc3ccccc23)CCCC1	2.3	1410	2.5	-3	/	2	-4	4	-1	0	10
CC1(C)C2([N+](=O)[O-])CN(CCO)CC1([N+](=O)[O-])CN(CCO)C2	0.9	1325	0.7	0	/	1	-7	/	-4	6	-4
NC(=S)Nn1c(CCC(=O)O)ccc1-c1ccccc1	0.7	1646	0.0	-31	-0.0079	5	66*	-4	-9	-4	-3
NNC(=S)Nc1ccccc1Cl	1.5	1615	-0.3	9	0.62	-3	-3	-11	1	6	-1
CC(C)(C)NC(=O)NC(=O)CN1CCN(C(c2ccccc2)c2ccccc2)CC1	2.0	1551	-1.7	-4	-0.72	9	46	-16	-1	5	2
O=C(NC1CC1)C1=C[C@@H](c2ccc3c(c2)OCO3)C[C@@H](OCc2ccc(CO)cc2)O1	2.0	1547	0.0	6	/	5	-5	-15	-1	-4	3
O=C(Nc1nc(-c2cc(Cl)sc2Cl)cs1)c1ccccc1	8.4	1503	0.5	33	0.85	-4	13	/	-5	-4	6
Cc1ccc(Sc2ccc(NC(=O)CCl)cc2)c(C)c1	-1.3	1314	-0.4	12	-0.069	-6	97*	-3	-1	-5	2
COc1ccccc1-c1nnc(-c2ccc(N3CCOCC3)cc2)o1	7.0	1739	-0.7	-2	-0.39	1	30	/	-2	17	7
Cn1c(Cc2ccccc2)nnc1SCC(=O)Nc1ccccc1	1.8	1570	-0.2	6	-0.15	10	-3	11	-6	8	3
COc1ccccc1CNC(=O)Cn1cccc1	1.2	1461	-0.1	5	-0.49	2	-5	/	-5	0	-6
COc1ccc(S(=O)(=O)N[C@@H](Cc2ccccc2)C(=O)N2CC[C@@]3(O)CCCC[C@H]3C2)cc1	2.0	1510	-0.1	-4	-0.87	1	3	-14	1	-1	-4
CCOc1ccc(CN2CCN(Cc3[nH]c4ccccc4c3C)CC2CCO)cc1 (stereo not drawn)	-0.4	1501	0.1	-12	-0.3	2	77*	2	0	4	4
Cc1nc(=O)c(-c2ccccc2)c(C)n1-c1ccccc1C(=O)O	0.0	1432	0.6	8	/	2	-3	-10	-1	6	-7
Fc1ccc(CSc2ccc3nnc(-c4cccs4)n3n2)cc1	3.6	1590	0.5	-26	/	8	-2	-13	-7	3	-1
O=C(CSc1nc(NS(=O)(=O)c2ccccc2)cc(=O)[nH]1)Nc1ccc(Cl)cc1	1.2	1432	-1.1	-4	-0.028	-4	7	-18	-5	0	-1
O=C(c1ccc(Cl)cc1)c1cnc(Nc2ccccc2)s1	3.5	1468	-6.1	15	/	-6	-4	/	-3	6	4
CCOc1ccccc1-c1nc(-c2cc3ccc(C)cc3[nH]c2=O)no1	2.0	1534	-0.4	-6	1	-2	69*	/	-8	3	14
Cc1ccc(Cl)c(NC(=O)COC(=O)c2ccccc2C(=O)c2ccc(Cl)c([N+](=O)[O-])c2)c1Cl	3.2	1527	-0.7	0	0.032	3	29	-6	-7	7	11
O=C(NC(=S)Nc1cccc(Cl)c1N1CCCCC1)c1cccs1	9.4*	1397	-0.7	20	0.61	0	26	/	-5	3	3
Nc1ccc(C(=O)OCc2csc(-c3ccccc3)n2)cc1[N+](=O)[O-]	4.4	1694	2.0	12	0.36	3	-6	-6	3	9	1
COc1ccccc1N1CCN(S(=O)(=O)c2ccc(F)cc2)CC1	1.4	1493	2.1	3	/	4	-9	0	-9	0	1
COc1ccc(C(c2nnnn2Cc2cccs2)N2CCC(C(N)=O)CC2)c(OC)c1 (stereo not drawn)	-0.1	1582	1.7	-15	-1.3	0	1	-19	0	5	3
Cc1ccnc(NS(=O)(=O)c2ccc(NC(=O)c3ccc4c(c3)OCCO4)cc2)n1	1.7	1334	-1.1	3	0.25	-13	-6	-4	-2	-2	-2
Cc1ccc(SCC(=O)NC(=O)c2ccc(S(=O)(=O)N(C)C)cc2)cc1C	-0.4	1730	-0.1	0	-0.69	1	-4	3	-4	4	-3
O=C(CC(=O)N/N=C\c1ccc([N+](=O)[O-])cc1)NCCc1ccccc1	1.5	1642	-0.4	4	-1.8	-3	12	-3	-6	-4	2
CC1CCCC(C)N1C(=O)CSc1nnc(NC(=O)c2cccs2)s1 (stereo not drawn)	1.1	1488	0.3	6	0.33	3	-7	/	0	0	-2
Cn1c(CNc2nc(-c3ccccc3)cs2)nnc1SCC(=O)c1ccccc1	2.4	1669	-0.3	-4	-4.4*	4	7	-28	-2	1	3
C/C=C/C(=O)Nc1nnc(C2CCCCC2)s1	0.4	1486	-0.2	-8	/	-6	15	-10	-2	-8	-3
Cc1ccc(C2CC(c3cccc(Br)c3)Nc3nnnn32)cc1 (stereo not drawn)	2.7	1375	1.4	8	-0.12	-3	8	-5	1	-7	-12
COc1ccc(CC(=O)O/N=C(\N)Cc2ccc(OC)cc2)cc1	2.1	1726	-4.9	8	0.062	2	-5	/	-2	2	17
N#CCOC(=O)C1CSC2(c3ccc(Br)cc3)CCC(=O)N12 (stereo not drawn)	2.0	1601	0.0	-4	-0.41	1	-5	-8	1	3	1
Cc1ccc2cccc(S(=O)(=O)NC3CCS(=O)(=O)C3)c2n1 (stereo not drawn)	0.0	1427	0.3	9	/	-2	1	-10	4	4	-1
COc1ccc(C(=S)N2CCCC2)cc1C	1.2	1573	2.3	10	/	3	-2	-8	-5	8	-4
CN(CC(=O)Nc1cccc(F)c1)CC(=O)Nc1ccccc1[N+](=O)[O-]	-0.2	1879	-0.4	-33	0.075	8	13	-6	2	11	4
C#CCOc1ccc(/C=N/O)cc1Cl	0.7	1535	-0.8	-9	/	13	55*	-14	-3	1	3
CCCCn1nnnc1SCC(=O)NNC(=O)C1CCCCC1	-0.3	1570	0.5	-16	/	-2	-1	/	1	-2	0
CN1CCCC(OC(=O)c2cc(Cl)ccc2Cl)C1 (stereo not drawn)	1.1	1762	-1.6	6	/	5	0	-15	-4	9	-3
COc1ccc(C(=O)NCC(=O)N/N=C/c2ccc([N+](=O)[O-])s2)cc1OC	1.9	1626	-0.3	18	-0.66	1	97*	9	-3	3	2
COc1ccc(NC(=O)C2CCCN(C(=O)NC3CCCCC3)C2)cc1OC (stereo not drawn)	2.5	1444	1.6	-14	0.33	0	0	-24	-7	2	1

Two neighbouring compounds already listed:
SMILES	RAM network inh	SRC2 TRFRET art	DTT redox prof	bIAP inhibitor	ROMK mod	PPARg SRC-1 ag	Lmaj promast	S1P3 antagonist	Efa HMGR inh	PPARg SRC2 recr	PPARg SRC3 recr
O=C1c2ccccc2C(=O)N1CCCCN(C(=O)c1cccc([N+](=O)[O-])c1)c1ccc(Cl)cc1	3.7	1399	1.8	2	/	-4	54*	/	/	2	-3
COc1ccc(NC(=O)CN2CCC(C)CC2)cc1	0.9	1681	-1.0	12	/	-1	3	-75	1	6	0

Further results follow:
SMILES	RAM network inh	SRC2 TRFRET art	DTT redox prof	bIAP inhibitor	ROMK mod	PPARg SRC-1 ag	Lmaj promast	S1P3 antagonist	Efa HMGR inh	PPARg SRC2 recr	PPARg SRC3 recr
COc1cccc2cc(C(=O)NCc3ccco3)c(=O)oc12	0.9	1578	-0.6	-5	0.14	0	-4	-18	1	1	4
CCN(CC)S(=O)(=O)c1cccc(C(=O)N2CC(O)CC2C(=O)O)c1 (stereo not drawn)	-0.3	1321	0.5	0	0.7	0	-1	-35	-2	-6	-2
O=C1COc2ccc(C(=O)NC3CC3)cc2N1	0.6	1405	-0.9	10	/	-4	3	-12	-3	-2	-3
COc1ccc(C(=O)/C=C(\C)Nc2ccc3c(c2)OCO3)cc1	1.8	1687	-3.9	13	/	0	-4	/	/	7	7
COC(=O)c1ccc(NC(=O)Cn2cnc3c(nnn3-c3cccc(OC)c3)c2=O)cc1	3.4	1576	0.1	6	/	6	-9	-15	1	0	5
O=C(Nc1ccc2cn[nH]c2c1)c1c(Cl)cccc1Cl	2.5	1555	-0.1	5	/	2	5	4	-2	2	1
CC(=O)Nc1ccc(Nc2nc3c(S(=O)(=O)c4ccc(C)c(C)c4)nnn3c3ccccc23)cc1	7.9	1601	-0.2	-1	1.6	4	3	-14	2	2	3
COc1cc(OC)cc(C(=O)N2CCN(Cc3cccc(F)c3)CC2)c1	3.6	1356	2.6	-2	0.26	2	-7	6	-1	1	2
Cc1c(C(=O)O)cccc1N1C(=O)Nc2ccccc2N1O	1.4	1575	-0.6	30	-0.041	2	-1	6	0	1	3
CC(=O)/C(=N/Nc1cccc(C)c1)N1CCOCC1	-1.3	1557	-0.2	9	-0.75	1	64*	/	-9	11	-5
O=C(NCc1ccco1)c1ccc(S(=O)(=O)N2CCOCC2)cc1	0.9	1674	-0.4	-3	/	3	-4	/	1	0	12
CC(=O)Nc1cccc(NC(=O)C2CC(=O)N(c3ccc(C)cc3)C2)c1 (stereo not drawn)	2.7	1495	3.0	5	/	5	-9	-40	-4	-4	-10
Cc1nc(NC(=O)c2cccc(Cl)c2)sc1C(=O)N1CCCCC1	0.0	1452	-0.1	5	0.017	1	-6	6	3	-6	0
Cc1cccc(/C=N/n2c(-c3ccncc3)n[nH]c2=S)c1	2.5	1438	0.1	0	/	-1	-3	0	0	2	1
